# GPR151 activ – human GPR151 activation; 1% of 650,000 active; Q8TDV0; activation, % at 11.2 µM; PathHunter beta-arrestin GPR151 cells, luminescence; in the data active = activation above about 4.9%;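 also: 0% = median of compound wells and 100% = cells with positive control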
# Target sequence (Q8TDV0 whole entry, looked up): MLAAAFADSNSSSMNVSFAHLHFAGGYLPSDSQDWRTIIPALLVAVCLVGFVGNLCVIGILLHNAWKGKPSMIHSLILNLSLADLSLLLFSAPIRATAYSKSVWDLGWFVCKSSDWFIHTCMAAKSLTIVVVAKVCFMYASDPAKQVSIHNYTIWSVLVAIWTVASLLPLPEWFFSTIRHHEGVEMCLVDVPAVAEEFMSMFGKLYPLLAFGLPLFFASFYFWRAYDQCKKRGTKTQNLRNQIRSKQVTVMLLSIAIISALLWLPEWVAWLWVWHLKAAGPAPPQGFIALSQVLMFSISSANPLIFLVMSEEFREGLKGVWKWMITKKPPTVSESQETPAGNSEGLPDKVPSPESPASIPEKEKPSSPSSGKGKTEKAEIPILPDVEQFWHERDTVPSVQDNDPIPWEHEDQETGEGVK
# MITF primary – inhibitors of human MITF; O75030; AlphaScreen MITF homodimerization, bead proximity signal; inhibition, % at 2.6 µM; 0.91% of 650,000 active; AID 1259374; in the data active = inhibition above about 50%;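 also: 0% = vehicle wells with protein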
# TEAD-YAP inh – TEAD-YAP interaction inhibition | inhibition, % at 9.12 µM | 1.4% of 640,000 active | AID 1259422 | HEK-TIYL cells, TEAD-Gal4/YAP UAS-luciferase luminescence; in the data active = inhibition above about 32%;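 also: 0% = median of test compound wells and 100% = reference inhibitor wells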
# FBW7 act – human FBW7 E3 ligase activation, primary screen; Q969H0; AlphaScreen FBW7–phospho-cyclin E peptide binding, activator screen; normalized activity (activation), % at 26.1 µM; 0.13% of 650,000 active; AID 1259310; in the data active = normalized activity above about 1.9%;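 also: purified mutant Fbw7 with reduced substrate affinity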
# Target sequence (Q969H0 whole entry, looked up): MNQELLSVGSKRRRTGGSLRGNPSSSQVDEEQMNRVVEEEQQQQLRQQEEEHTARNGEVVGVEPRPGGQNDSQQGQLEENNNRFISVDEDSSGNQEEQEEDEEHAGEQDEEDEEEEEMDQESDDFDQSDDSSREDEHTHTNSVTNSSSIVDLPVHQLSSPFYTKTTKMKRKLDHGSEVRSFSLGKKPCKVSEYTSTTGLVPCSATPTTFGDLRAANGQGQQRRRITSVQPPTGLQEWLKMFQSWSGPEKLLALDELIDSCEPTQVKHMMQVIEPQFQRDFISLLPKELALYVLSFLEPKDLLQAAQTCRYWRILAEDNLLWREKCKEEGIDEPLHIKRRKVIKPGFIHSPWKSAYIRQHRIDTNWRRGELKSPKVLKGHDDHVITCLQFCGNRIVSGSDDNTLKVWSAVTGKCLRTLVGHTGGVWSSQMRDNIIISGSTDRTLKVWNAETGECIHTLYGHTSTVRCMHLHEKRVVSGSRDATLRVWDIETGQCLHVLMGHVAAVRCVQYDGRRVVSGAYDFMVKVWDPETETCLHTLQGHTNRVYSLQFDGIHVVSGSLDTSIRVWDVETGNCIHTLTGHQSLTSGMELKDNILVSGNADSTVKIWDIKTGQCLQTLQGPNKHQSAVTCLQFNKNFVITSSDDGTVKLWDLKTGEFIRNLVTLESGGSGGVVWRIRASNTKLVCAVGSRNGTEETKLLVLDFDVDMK
# Numbers without * were called inactive.
SMILES,GPR151 activ,MITF primary,TEAD-YAP inh,FBW7 act
CN1CCN(S(=O)(=O)c2ccc(NC3CCCC3)c([N+](=O)[O-])c2)CC1,3.1,17,0,0.1
CCCCC(=O)Nc1nnc(-c2ccc3c(c2)CCCC3)o1,-0.5,16,-15,0.1
Cc1ccccc1C(=O)OC1OC(=O)C(Cl)=C1Nc1ccc(Oc2ccccc2)cc1 (stereo not given),0.7,-6,-8,-0.1
COc1ccc(OCC(O)CN2CCC(CN3C(=O)c4cccc5cccc(c45)C3=O)CC2)cc1 (stereo not given),1.2,2,-6,-0.2
Cc1cc2nnc(SCCC(=O)Nc3sc4c(c3C#N)CCCC4)n2c2ccccc12,-0.7,0,-4,0.0
O=C(N=C1S/C(=C/c2ccc(-c3ccc(Cl)cc3)o2)C(=O)N1c1ccc(Cl)cc1)c1ccccc1,-1.1,-4,-7,-0.1
COCCN(Cc1cc2ccc(C)cc2[nH]c1=O)C(=O)c1ccc(OC)cc1,-0.9,12,3,0.7
CCOc1cc(CN2CCN(CC(C)C)C(CCO)C2)ccc1O (stereo not given),0.6,17,6,0.0
CCOC(=O)c1cnc2c(F)ccc(C)c2c1NCCOC,-0.5,5,1,0.0
O=C(NCCCN1CCCC1=O)c1cnn(-c2ccccc2)c1-n1cccc1,-0.7,4,-2,-0.1
COc1ccc(CNC(=O)N2CCC(Cn3cnc4ccccc43)CC2)cc1,-0.3,58*,5,-0.3
CCCC(=O)Nc1nnc(SCC(=O)Nc2ccc3c(c2)OCO3)s1,-1.0,-3,-4,0.0
COc1ccc(NC(=O)CC(C(=O)O)N(C)C)cc1 (stereo not given),-0.7,17,3,0.2
COc1cc(C(=O)OCC(=O)N(C(C)C)C(C)C)cc(OC)c1OC,0.3,7,-3,0.0
O=c1c2c(nc3cc(-c4cccc(F)c4)[nH]n13)CCS2,-6.3,15,-57,0.1
COc1ccc(CCC(=O)C2(O)CCCCC2)cc1,1.6,5,1,0.1
Cc1cc(C)n(C(=O)c2ccc3c(c2)N(Cc2ccc(F)cc2)C(=O)CO3)n1,-0.1,3,-1,-0.2
O=C(Nc1ccc(C(=O)NN2C(=O)c3ccccc3C2=O)cc1)c1ccccc1,0.8,12,3,0.1
COc1cccc(NC(=O)/C=C/c2cccc3ccccc23)c1,-0.4,12,-45,-0.1
COC(=O)CSc1nnc2n(C3CCCCC3)c(=O)c3c4c(sc3n12)CCCC4,-0.3,-17,3,0.1
Cc1cc(C)nc(SCC(=O)Nc2cc(C(=O)O)cc([N+](=O)[O-])c2)n1,1.0,-4,-3,0.0
COc1ccc(-c2nc(NC(N)=S)ncc2C)cc1F,0.2,-5,3,-0.1
CC(=O)N1CCC(Oc2ccc(-c3ccc(C#N)cc3)cc2)CC1,-0.7,7,1,0.1
CC(=O)c1ccc(NC(=O)COC(=O)C=C(C)C)cc1,-1.4,4,1,0.1
COc1ccc(-n2nc(C(=O)NCC(=O)Nc3ccc(Oc4ccccc4)cc3)c3ccccc3c2=O)c(OC)c1,0.7,-4,1,-0.2
COc1cccc(CN2CCN(CCCc3ccccc3)C(CCO)C2)c1O (stereo not given),-0.5,5,-4,0.7
COc1cc(Nc2ncnc3c2nc(-c2cccc(C(C)=O)c2)n3C(C)C)cc(OC)c1OC,-2.4,7,-7,0.2
O=[N+]([O-])c1ccc(N=Nc2ccc(O)cc2)c([N+](=O)[O-])c1,-3.2,25,11,-0.3
CCCCCn1c(SCC(=O)OCC)nc2cc(C(=O)NC3CCCCC3)ccc2c1=O,5.4*,-7,1,-0.3
O=c1nc(-c2ccccc2)c2ccccc2[nH]1,-1.0,11,-14,0.1
O=C(c1cnn2c(C(F)F)cc(-c3ccccc3)nc12)N1CCOCC1,1.9,16,-20,0.4
COc1cc(NC(=O)c2cccc(Cl)c2)c(OC)cc1NC(=O)CN1CCCCC1,-0.6,-14,-12,0.2
Cc1ccc(NC(=O)CSc2nc3nc(C)c(Cc4c(F)cccc4Cl)c(C)n3n2)cc1Cl,0.2,8,-1,0.4
O=C(Cc1cn(-c2ccc(N3CCC(N4CCOCC4)CC3)nn2)c2ccccc12)Nc1ccc2c(c1)OCO2,-0.5,-10,-11,0.1
O=C(NNC(=O)c1ccccc1F)c1ccc(=O)[nH]c1,-2.1,-7,-9,-0.1
COc1cc(/C=N/n2nnnc2N)ccc1OCc1c(C)no[n+]1[O-],-0.8,4,0,-0.2
O=C(NCCN1CCOCC1)c1ccc(O)cc1,-0.4,15,1,0.2
c1ccc(Cn2cnc3c(N4CCOCC4)ncnc32)cc1,-1.1,-2,-5,-0.3
CCc1cccc(NC(=O)c2ccc(NC(=O)C3CCCO3)cc2)c1 (stereo not given),-0.7,2,-15,0.1
COC(=O)C(NC(C)=O)(Nc1ccc(Cl)cn1)C(F)(F)F (stereo not given),0.9,14,9,0.1
COc1ccccc1NC(=O)c1sc2cc(Br)ccc2c1Cl,0.0,2,-13,0.0
COCn1c2ccccc2c2cc(C)ccc21,-2.0,-2,-6,0.9
O=C(CCS(=O)(=O)Cc1ccccc1Cl)NCc1ccc(F)cc1,-0.7,2,-1,-0.1
CC(C)C[C@@H]1NC(=O)[C@H]2CN(C(=O)NCc3ccccc3)CCN2C1=O,-0.4,78*,11,-0.3
Cc1cc(C)c2sc(NC(=O)c3cccc(N4C(=O)CCC4=O)c3)nc2c1,0.1,1,12,-0.2
COc1cc2c(cc1OC)C(COc1ccccc1OC)N(C(=O)COc1ccccc1)CC2 (stereo not given),-1.3,5,6,0.2
CC(=O)Nc1ccnn1C1CCN(Cc2cc(Cl)ccc2O)CC1,-2.6,12,1,0.1
CCOC(=O)c1cnc(SCC(=O)Nc2cccc(NC(C)=O)c2)nc1N,-0.9,31,1,-0.1

# Continued; it opens with the four that closed the last part.
SMILES,GPR151 activ,MITF primary,TEAD-YAP inh,FBW7 act
Cc1cc(C)c2sc(NC(=O)c3cccc(N4C(=O)CCC4=O)c3)nc2c1,0.1,1,12,-0.2
COc1cc2c(cc1OC)C(COc1ccccc1OC)N(C(=O)COc1ccccc1)CC2 (stereo not given),-1.3,5,6,0.2
CC(=O)Nc1ccnn1C1CCN(Cc2cc(Cl)ccc2O)CC1,-2.6,12,1,0.1
CCOC(=O)c1cnc(SCC(=O)Nc2cccc(NC(C)=O)c2)nc1N,-0.9,31,1,-0.1
COc1ccc(/C=N/NC(=O)c2cccnc2)cc1CN1CCCc2ccccc21,-0.1,16,8,0.2
CC(C)(C)NCC(O)COc1c(Br)ccc2c1sc1nc3n(c(=O)c12)CCCCC3 (stereo not given),0.3,10,-33,0.1
O=C(NCCc1ccccn1)C1CC12CCN(C(=O)CSc1ccccc1)CC2 (stereo not given),0.9,12,4,0.2
N#Cc1ccc(NC(=O)C2CC(c3ccccc3F)=NO2)cc1 (stereo not given),0.2,-28,-7,1.3
CCOc1ccc(Nc2nc(NCCN3CCOCC3)nc(OC)n2)cc1,-0.5,10,-6,0.1
CCn1nc(C)c2c1OC(N)=C(C#N)C2C(C)C (stereo not given),0.2,7,3,0.0
O=C1N2CCSC2=NC1(NS(=O)(=O)c1ccccc1)C(F)(F)F (stereo not given),0.0,-5,-19,-0.1
CCCn1c(NCc2cc(OC)c(O)c(OC)c2)nc2ccccc21,4.4,-5,-2,-0.1
Cc1ccc(N2C(=O)c3cc([N+](=O)[O-])cc4cc([N+](=O)[O-])cc(c34)C2=O)cc1,1.6,13,-17,-0.5
ON(/C=C1\C=Nc2ccccc21)c1ccc(Br)cc1,-2.2,4,-10,0.0
CCCCN(CC)S(=O)(=O)c1ccc2[nH]c(=O)cc(C(=O)NCc3ccco3)c2c1,1.4,1,5,-0.1
Nc1ccc(O)c(C(=O)N=Nc2c(O)[nH]c3ccccc23)c1,1.2,23,-5,-0.3
O=C(NCC1CCCN(C2CCOCC2)C1)c1ccc(-c2ccccc2)cc1 (stereo not given),0.0,8,10,0.0
Cc1cccc[n+]1-c1c(N)c2cc([N+](=O)[O-])ccc2[nH]c1=O,2.5,-12,10,-0.2
O=C(O/C(=C\c1nc2ccccc2n1Cc1ccc(Cl)c(Cl)c1)c1ccccc1)c1ccccc1,-1.4,-3,8,0.0
COc1cccc(-c2cnn3ccc(NCc4ccncc4)nc23)c1,0.1,-15,-17,-0.3
O=C(COc1ccc2ccccc2c1Br)Nc1nccs1,-0.8,1,13,0.0
CCc1ccccc1N(C)C(=O)Cn1ncc2c(=O)oc3ccccc3c21,0.0,-9,-3,0.3
Cc1ccsc1CCNC(=O)Cn1c(=O)oc2cc(S(=O)(=O)N3CCCC3)ccc21,-0.9,5,2,0.0
CCN(CC)CCCNC(=O)c1cc2cccc(OC)c2oc1=O,-0.9,3,-3,0.1
CC(C)(C)NC(=O)CSc1nnc(NC(=O)c2cccc(F)c2)s1,0.2,-5,-5,-0.1
CC(C)Sc1nc2c(c(=O)[nH]c(=O)n2C)n1CC(O)COc1cccc2ccccc12 (stereo not given),-0.5,-2,4,-0.1
CC(C)CNC(=O)CN(c1cc(C(F)(F)F)ccc1Cl)S(=O)(=O)c1ccccc1,-0.7,-2,-4,-0.2
CC(=O)c1c(C)[nH]c(C(=O)COC(=O)CCCN2C(=O)c3ccccc3C2=O)c1C,0.4,7,6,-0.1

# Retrieved by compound from the entries so far, six records:
SMILES,GPR151 activ,MITF primary,TEAD-YAP inh,FBW7 act
CC(C)Sc1nc2c(c(=O)[nH]c(=O)n2C)n1CC(O)COc1cccc2ccccc12 (stereo not given),-0.5,-2,4,-0.1
O=C(NCC1CCCN(C2CCOCC2)C1)c1ccc(-c2ccccc2)cc1 (stereo not given),0.0,8,10,0.0
CC(C)CNC(=O)CN(c1cc(C(F)(F)F)ccc1Cl)S(=O)(=O)c1ccccc1,-0.7,-2,-4,-0.2
CCN(CC)CCCNC(=O)c1cc2cccc(OC)c2oc1=O,-0.9,3,-3,0.1
COc1cccc(-c2cnn3ccc(NCc4ccncc4)nc23)c1,0.1,-15,-17,-0.3
Cc1cccc[n+]1-c1c(N)c2cc([N+](=O)[O-])ccc2[nH]c1=O,2.5,-12,10,-0.2

# Other records:
SMILES,GPR151 activ,MITF primary,TEAD-YAP inh,FBW7 act
O=[N+]([O-])c1ccc(Cn2nnnc2Oc2ccccc2)cc1,-1.7,20,12,0.2
O=C(NC1CC1)c1ccc2c(c1)N(Cc1ccc(F)cc1)C(=O)c1ccccc1S2=O (stereo not given),-0.9,-12,-11,-0.2
COc1ccc(C(=O)COc2ccc3c(C)cc(=O)oc3c2)cc1OC,-0.2,7,2,0.0
CC1CCN(C(=O)CSc2nnc(-c3cccc(Cl)c3)o2)CC1,0.0,22,2,0.0
COc1cccc(C(=O)NC2(C(F)(F)F)NC(=O)N(C(C)c3ccccc3)C2=O)c1 (stereo not given),-0.3,11,7,0.8
CC1C(C(=O)O)CC(C(=O)O)C1(C)C (stereo not given),-0.4,2,5,0.8
COc1ccc(C(C)=O)cc1CSc1nc2ccccc2c(=O)n1CCc1ccccc1,-1.1,17,-6,0.3
Fc1ccc(NC(=S)NCCc2ccncc2)cc1,-0.8,-7,-8,0.3
CC(C)N1C(=O)C2C(Cc3c[nH]c4ccccc34)NC3(C(=O)N(C)c4ccccc43)C2C1=O (stereo not given),-0.9,12,0,-0.1
OCCNc1nc(Cl)nc(Nc2ccc(-c3nc4ccccc4o3)cc2)n1,-0.3,20,-12,0.1
CCOC(=O)N1CCN(C(=O)Cn2c(-c3cccnc3)nc3ccccc32)CC1,-0.7,-9,-1,0.0
COc1ccc(CC(=O)Nc2nnc(Cc3ccc(F)cc3)o2)cc1,-1.0,10,16,0.0
CC1CN(C2CCN(Cc3cc(Br)ccc3O)CC2)CC(C)O1 (stereo not given),-0.5,70*,10,0.0
Cc1noc(C)c1-c1nc(N)c2ncn(-c3ccccc3)c2n1,1.7,2,10,-0.1
O=c1[nH]c(N2CCOCC2)nc2c1CCN(Cc1ccc3ncccc3c1)C2,-0.8,2,4,-0.1
CCN(CC)CCCNC(=O)c1sc2ncnc(N(C)c3ccccc3)c2c1C,-0.1,-4,-5,-0.2
O=C1CC(C(=O)Nc2ccc(C(=O)O)cc2)C2(CCCCC2)O1 (stereo not given),0.3,21,0,0.6
Cc1ccc(CN2CC34C=CC(O3)C(C(=O)NCc3ccco3)C4C2=O)cc1 (stereo not given),-0.9,3,11,-0.2
CC(=O)C(=Cc1ccc(-c2ccc(Br)cc2)o1)C(C)=O,0.3,2,-17,-0.5
Cc1ccn2c(C(=O)N/N=C/c3ccc4c(c3)OCO4)c(C)nc2c1,4.3,8,-1,-0.1
CCOC(=O)C1CCN(Cc2cc(=O)oc3cc(C)cc(C)c23)CC1,-1.6,-1,-1,0.2
Cc1nc(N2CCCCC2)c2c(C)c(C(=O)N3CCN(c4ccccc4F)CC3)sc2n1,0.0,6,-1,-0.1
COc1cccc(C(=O)N2CCN(C3CCCCC3)CC2)c1,-0.9,44,-3,0.3
COc1cccc(C(=O)N(C)C)c1OC,2.7,-9,-1,0.1

# Part of the list above with just TEAD-YAP inh and GPR151 activ:
structure	TEAD-YAP inh	GPR151 activ
COc1cccc(C(=O)N2CCN(C3CCCCC3)CC2)c1	-3	-0.9
COc1cccc(C(=O)N(C)C)c1OC	-1	2.7

# Additional compounds follow.
SMILES,GPR151 activ,MITF primary,TEAD-YAP inh,FBW7 act
CC/C(=C\C(=O)c1cccnc1)Nc1ccc(OC)cc1,0.3,2,7,-0.1
O=C1CCCN1CCn1cnc2c(NCc3nc4ccccc4[nH]3)nc(Nc3cnccn3)nc21,-0.4,-8,-6,-0.1
O=[N+]([O-])c1ccc(/C=N/N=C/c2cn(-c3ccccc3)nc2-c2cccnc2)o1,-0.1,-3,3,-0.4
O=C(CSc1nnc2c3ccccc3n(Cc3ccccc3)c2n1)c1ccccc1,1.1,21,-6,-0.1
COc1ccc(-c2ccc(SCC(=O)NC(C)C)nn2)cc1,1.4,17,15,-0.2
O=C(Nc1cc(Cl)cc(Cl)c1)c1ccccc1Cl,0.8,13,-23,-0.1

# Source: PubChem (The Scripps Research Institute Molecular Screening Center)
